FLuc modulator = qHTS profiling assay for firefly luciferase inhibitor/activator using purifed enzyme and Km concentrations of substrates (counterscreen for miR-21 project) | purified FLuc, Km substrates, luminescence inhibition | actives 6.9% (n = 360,000) | Potency, µM (highest dose often 57.5 µM), without a hit: at the top dose activity change, negative = inhibition, hits mostly inhibitors;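 note: potency is the fitted concentration of half-maximal effect; plate controls were vehicle for no effect and reference inhibitor for full effect; nearly all actives have a fitted effect of over 55% in size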
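Purified P. pyralis luciferase, 10 nM final, with Km-level 10 uM D-luciferin and 10 uM ATP in 50 mM Tris acetate pH 7.5, 10 mM Mg acetate, 0.01% Tween-20, 0.05% BSA; 6-point qHTS titration about 60 µM downward; luminescence read.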
ELG1 genotoxic = qHTS screen for small molecules that induce genotoxicity in human embryonic kidney (HEK293T) cells expressing luciferase-tagged ELG1; HEK293T ELG1-luciferase reporter, luminescence, 16 h; Potency, µM (series often up to 46 µM), without a hit: at the highest dose activity change, positive = activation, most hits filed as activators; actives 1.3% (n = 330,000); note: potency is the fitted concentration of half-maximal effect; % of control where 0% means no effect; nearly all actives have a fitted effect of over 60% in size
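HEK293T cells expressing luciferase-tagged ELG1 were treated with compound or DMSO for 16 hr at 37°C. Luciferase activity was then read after 30 min with ONE-Glo at room temperature; rising signal flags genetic stress.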
RORg inh = qHTS for inhibitors of ROR gamma transcriptional activity; Potency, µM (titrated, usually from 53.6 µM), inactives show at the highest dose activity change, negative = inhibition, usual class: inhibitors; Nuclear receptor ROR-gamma (Mus musculus), P51450; AID 2551, 2010; Drosophila S2 Gal4-RORgamma UAS-luciferase reporter, 20 h; actives 5.4% (n = 310,000); note: potency is the fitted concentration of half-maximal effect; % is set by controls: 0 for no effect and ±100 for the full control effect; nearly all actives have a fitted effect of over 60% in size
Target sequence (P51450 whole entry, looked up, the tested form may be a part): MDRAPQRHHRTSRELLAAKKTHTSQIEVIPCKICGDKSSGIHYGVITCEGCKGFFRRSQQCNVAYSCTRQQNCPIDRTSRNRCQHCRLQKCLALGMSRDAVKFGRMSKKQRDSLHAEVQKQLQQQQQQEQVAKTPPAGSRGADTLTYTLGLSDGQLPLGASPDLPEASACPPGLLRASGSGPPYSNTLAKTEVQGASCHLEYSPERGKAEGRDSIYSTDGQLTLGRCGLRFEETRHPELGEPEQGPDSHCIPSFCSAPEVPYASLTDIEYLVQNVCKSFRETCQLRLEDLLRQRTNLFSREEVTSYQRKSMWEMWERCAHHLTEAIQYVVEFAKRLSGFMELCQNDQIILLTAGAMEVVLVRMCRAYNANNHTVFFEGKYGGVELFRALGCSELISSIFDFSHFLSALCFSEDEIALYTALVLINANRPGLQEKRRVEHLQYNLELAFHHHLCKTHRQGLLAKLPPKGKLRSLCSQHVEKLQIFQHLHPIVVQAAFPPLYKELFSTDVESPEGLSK
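ROR gamma transcriptional activity was tracked as Gal4-UAS luciferase output in stably transfected Drosophila Schneider cells, with compound added 1 hr before 700 uM copper sulfate induction and a 20 hr ambient-temperature incubation.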
ELG1 repair inh = qHTS screen for small molecules that inhibit ELG1-dependent DNA repair in human embryonic kidney (HEK293T) cells expressing luciferase-tagged ELG1. Potency, µM (series often up to 46.1 µM), inactives show at the highest dose activity change, negative = inhibition, hits mostly inhibitors. HEK293T ELG1-luciferase reporter, luminescence, 16 h; DNA damage induced by 5-fluorouridine. actives 2.3% (n = 330,000); note: potency is the fitted concentration of half-maximal effect; % is set by controls: 0 for no effect and ±100 for the full control effect; nearly all actives have a fitted effect of over 55% in size
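Luminescence from the luciferase reporter, measured 30 min after ONE-Glo reagent at room temperature, was the read-out. Beforehand, 2,000 cells per well were exposed for 16 hr at 37 °C to 5-fluorouridine together with compound or vehicle.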
NPC1 prom act = qHTS Assay for NPC1 Promoter Activators; Huh7 NPC1 promoter luciferase reporter, 24 h; Potency, µM (top dose mostly 9.22 µM), inactives show top-dose activation, hits mostly activators; actives 2.4% (n = 320,000);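 note: potency is the fitted concentration of half-maximal effect; % of control where 0% means no effect; nearly all actives have a fitted effect of over 60% in size; reporter is driven by a mutant NPC1 promoter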
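Cells: Huh7 expressing luciferase under the NPC1 promoter, 1500/well. Seeded 2 h, compound added, incubated 24 h at 37 °C. Luciferase reagent, 10 min ambient, then luminescence.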
p53 reactivator = qHTS assay for re-activators of p53 using a Luc reporter; H1299 p53-A138V BP100-luciferase reporter, luminescence, 24 h; Potency, µM (titrated, usually from 92.2 µM), for the others: top-dose activity change, positive = activation, hits mostly activators; actives 0.063% (n = 320,000); note: potency is the fitted concentration of half-maximal effect; % of control where 0% means no effect; nearly all actives have a fitted effect of over 45% in size
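H1299 (p53-null), stable ts p53-A138V + BP100-Luc; 1000 cells/well, Opti-MEM/10% FBS; cpd 4 pt, 1:5; 24 h, 37 deg C, 5% CO2; detection reagent 10 min RT; luminescence.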
TRPV1 agonist = HTS Assay for Compounds that Act as Agonists of the Vanilloid Receptor 1; Transient receptor potential cation channel subfamily V member 1 (Homo sapiens), Q8NER1; TRPV1-expressing cells, Fluo-8 calcium influx, agonist mode; activation, % at 8.33 µM; actives 0.19% (n = 320,000); AID 540275, 2011; in the data active = activation above about 80%; inconclusive = between about 30% and that limit; note: 0% is about no effect
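Fluo-8 calcium influx in TRPV1-expressing cells, kinetic read (ex 480/em 520 nm). Compound added and read 3 min for agonist activity, followed by capsaicin at EC20 final and 2 min further read for enhancement.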
BRCA1 expr act = qHTS Assay to Identify Small Molecule Activators of BRCA1 Expression; MCF7-BRCA1-FFLuc reporter, luminescence, 48 h; response scale: scaled: vehicle 0%, 10 µM genistein 100%; Potency, µM (top dose mostly 46.1 µM), without a hit: at the top dose activation, actives largely listed as activators; actives 1.1% (n = 380,000); AID 624202, 2012; note: potency is the fitted concentration of half-maximal effect; nearly all actives have a fitted effect of over 80% in size; some results filed as inactive show a strong effect at the top dose
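Using MCF7 cells harboring a BRCA1 firefly luciferase reporter, plated 2 h before compound pinning, the screen measured luminescence after 48 h incubation. Responses were normalized to DMSO and 10 microM genistein, then fitted for concentration-effect.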
Tb PFK inh = qHTS Assay to Find Inhibitors of T. brucei phosphofructokinase. ATP-dependent 6-phosphofructokinase (Trypanosoma brucei brucei), O15648. T. brucei PFK, ADP-Glo luminescence. Potency, µM (series often up to 57.5 µM), for the others: at the highest dose activity, negative = inhibition, most hits filed as inhibitors. actives 0.17% (n = 330,000);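 note: potency is the fitted concentration of half-maximal effect; 0% = uninhibited 1x PFK enzyme wells and -100% = no-enzyme wells; nearly all actives have a fitted effect of over 60% in size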
Target sequence (O15648 whole entry, looked up): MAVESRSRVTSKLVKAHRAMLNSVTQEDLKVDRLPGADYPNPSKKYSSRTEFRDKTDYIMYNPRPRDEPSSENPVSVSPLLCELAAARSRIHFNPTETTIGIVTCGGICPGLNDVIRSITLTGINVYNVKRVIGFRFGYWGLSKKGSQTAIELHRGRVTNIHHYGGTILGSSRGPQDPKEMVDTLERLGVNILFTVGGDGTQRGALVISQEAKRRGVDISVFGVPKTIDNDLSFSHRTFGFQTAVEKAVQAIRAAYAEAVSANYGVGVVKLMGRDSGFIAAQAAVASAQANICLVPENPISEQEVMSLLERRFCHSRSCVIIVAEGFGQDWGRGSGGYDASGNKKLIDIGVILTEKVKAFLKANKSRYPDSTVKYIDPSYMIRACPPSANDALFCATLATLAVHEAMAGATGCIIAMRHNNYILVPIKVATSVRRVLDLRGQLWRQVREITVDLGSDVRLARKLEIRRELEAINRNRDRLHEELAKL
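PFK 1.25 nM, F6P 0.5 mM, ATP 0.1 mM, 0.1 M TEA pH 8.0, 5 mM MgCl2, 0.01% Tween20, 0.1% BSA; 45 min RT. ADP-Glo readout. qHTS titration up to 57 uM; curves fitted, compounds curve-classed.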
Gal4-VP16 FLuc = VP16 counterscreen qHTS for inhibitors of ROR gamma transcriptional activity. AID 2546, 2010. Potency, µM (doses to about 53.6 µM), without a hit: at the top dose activity, negative = inhibition, actives largely listed as inhibitors. actives 3.5% (n = 310,000). Drosophila S2 Gal4-VP16 UAS-luciferase, luminescence, 20 h;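 note: Gal4-VP16 expression switched on by copper sulfate through the metallothionein promoter; potency is the fitted concentration of half-maximal effect; % is set by controls: 0 for no effect and ±100 for the full control effect; nearly all actives have a fitted effect of over 50% in size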
Rab9 prom act = qHTS Assay for Rab9 Promoter Activators. Huh7 Rab9 promoter-luciferase reporter, luminescence, 24 h. actives 2.8% (n = 320,000). Potency, µM (titrated, usually from 9.22 µM), inactives show at the top dose activation, negative = inhibition, actives largely listed as activators. AID 485297, 2010; note: potency is the fitted concentration of half-maximal effect; % of control where 0% means no effect; nearly all actives have a fitted effect of over 60% in size
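Cells were plated at 1500 per well in reduced-serum medium with 10% FBS and left 2 h. Compound in DMSO was then added for 24 h at 37 °C. Reporter signal was read by luminescence after 10 min with luciferase detection reagent.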
An asterisk follows results filed as active; ? = inconclusive; / = not tested or not shown; & = joins results of further samples; [ ] = remark or other dose. Unless noted, calls come from the whole dose curve; as a rule, active = well fitted curve in the direction sought with a large enough effect; inconclusive = small, poorly fitted or top-dose-only effect, or another doubt; inactive = no such curve, though single readings can be large; an effect the other way counts as inactive or inconclusive.

structure | FLuc modulator | ELG1 genotoxic | RORg inh | ELG1 repair inh | NPC1 prom act | p53 reactivator | TRPV1 agonist | BRCA1 expr act | Tb PFK inh | Gal4-VP16 FLuc | Rab9 prom act
CCOc1ccc(C(=O)NCC(=O)OCC(=O)Nc2ccccc2OCC)cc1 | 24µM* | 1% | -14% | 13% | 1% | 1% | 0 | 0% | 6% | 7% | -3%
COc1cc(NC2c3ccccc3C(=O)N2c2cc(C)ccn2)cc(OC)c1OC (configuration not stated) | -3% | ? | 19% | ? | 0% | 10% | -1 | 0% | -4% | 2% | 9%
O=C(COC(=O)C1CCN(c2ccc(C(F)(F)F)cn2)CC1)NCc1cccc(Cl)c1 | -8% | 0% | / | 9% | -1% | 4% | ? | 12% | 0% | / | -1%
COC(=O)[C@]1(Cc2ccccc2)N[C@H](CN(C)S(=O)(=O)c2ccc(C(C)(C)C)cc2)[C@@H]2C(=O)N(Cc3ccccc3)C(=O)[C@@H]21 | / | 1% | / | -1% | / | -1% | / | 7% | -1% | / | /
COc1cccc(-c2nc(CS(=O)(=O)CC(=O)NC3CCCCC3C)c(C)o2)c1 (configuration not stated) | 1% | -2% | 13% | ? | -5% | -1% | ? | 1% | 1% | -13% | -6%
COCCNC(=O)CSc1nc(-c2ccccc2)c(-c2ccccc2)o1 | 8% | -5% | -6% | ? | -2% | -14% | ? | -4% | -3% | -12% | 0%
COc1cccc(NC(=O)CSc2ccc3nnc(-c4cccnc4)n3n2)c1 | 2% | 0% | -29% | 11% | -3% | -5% | -7 | -1% | 3% | -7% | 5%
O=C(Nc1ccc(S(=O)(=O)N2CCOCC2)cc1)c1ccc2c(c1)S(=O)(=O)c1ccccc1C2=O | -1% | 0% | 7% | -10% | -4% | -4% | -4 | 3% | 3% | -5% | -9%
CN(C)S(=O)(=O)c1ccc(NC(=O)COc2ncnc3c2cnn3-c2ccccc2)cc1 | 4% | 6% | ? | -3% | -1% | -18% | 1 | -30% | 10% | 21% | -1%
COc1ccc(-n2c(N3CCN(C)CC3)nc3sc4c(c3c2=O)CCCCC4)cc1 | 8% | 2% | 11% | -2% | 20% | -4% | 18 | 6% | 3% | -14% | -4%
Cc1c(CCOC(=O)c2ccc(Cl)cc2Cl)sc[n+]1CC(=O)c1ccc(Br)cc1 | / | -1% | / | ? | / | 15% | / | 1% | 10% | / | /
COc1ccc(CCC(=O)N2CCN(S(=O)(=O)c3cccs3)CC2)cc1 | 3% | 0% | / | 2% | -1% | -1% | 6 | -27% | 5% | / | 0%
O=c1[nH]c2cccnc2n1-c1cccc([N+](=O)[O-])c1 | 4% | -2% | 2% | -1% | 1% | 5% | -1 | -15% | -2% | -12% | -4%
O=C(Cn1cnc2c(nnn2Cc2ccc(Cl)cc2)c1=O)c1ccccc1 | -2% | 13% | -5% | ? | 0% | -1% | ? | 6% | 3% | -9% | 5%
CC(C)(C)c1ccc(-c2noc(CCC(N)=O)n2)cc1 | 6µM* | -11% | ? | ? | -26% | -4% | 3 | ? | 1% | -17% | -32%[inhibitor]
COCCN(C(=O)c1ccccc1OC1CCN(S(C)(=O)=O)CC1)C(C)C | -3% | 1% | 5% | 2% | -1% | -1% | 0 | 19% | 1% | -2% | -3%
COc1cc(C=O)ccc1OC(=O)c1ccncc1 | -4% | -4% | -1% | -5% | -8% | 1% | 1 | 12% | -27% | -5% | 3%
Nc1cc(S(=O)(=O)N2CCCCC2)ccc1N1CCCCC1 | 0% | 1% | / | 16% | -1% | 8% | ? | -12% | 1% | / | ?
O=C(O)COc1ccc(/C=N/NC(=O)Cc2ccc(Cl)cc2)cc1 | ? | -2% | -8% | -5% | -5% | 2% | 0 | 0% | ? | -12% | 0%
CCCOc1ccc(C(=O)CCC(=O)OCC(=O)N2CC(=O)Nc3ccccc32)cc1 | 17µM* | -1% | -10% | 18% | -2% | 6% | 0 | 1% | 2% | 15% | -7%
CCOC(=O)Cc1nnc(NC(=O)COc2ccc(C)cc2)s1 | -1% | 2% | 10% | ? | 10% | 19% | -1 | -27% | 7% | -4% | 3%
CCN1C(=O)N/C(=C/c2cc(C)n(Cc3ccccc3)c2C)C1=O | 3.4µM* | 18% | ? | ? | ? | 4% | 16 | 69% | 3% | 0% | ?
C[C@H](NC(=O)c1nc[nH]c1C(=O)NCC(=O)OCc1ccccc1)c1ccccc1 | -2% | 0% | 14µM* | -19% | 3% | 2% | 2 | -56% | 0% | ? | -1%
COc1ccc(S(=O)(=O)Nc2cccc3c2O[C@H](CN(C)S(=O)(=O)c2cn(C)cn2)[C@@H](C)CN([C@H](C)CO)C3=O)cc1 | / | 4% | / | 6% | / | 0% | / | 31% | -2% | / | /
C=C1c2ccccc2NC(=O)N1c1ccc(C)cc1 | ? | 5% | 14% | ? | 11% | 23% | -3 | 34% | 0% | 4% | 21%
COCCCNC(=O)c1cc(C)nn1-c1ccccc1 | 1% | 0% | 4% | 19% | 8% | -2% | 4 | 3% | 1% | 1% | 0%
COCc1ccc(C(=O)N2CCCC(CNC(=O)c3ccc(F)cc3)C2)o1 (configuration not stated) | -10% | -3% | 13% | 0% | -1% | -2% | 2 | -17% | 1% | 6% | 23%
Cc1cc([N+](=O)[O-])nn1Cc1noc(C(=O)NCCc2ccccn2)n1 | -1% | 1% | -5% | 6% | -1% | 8% | 1 | -8% | -1% | -3% | 2%
Cc1nc2c(-c3ccc(F)cc3)c(C)nn2c(C)c1CCC(=O)N1CCN(c2ccc(F)cc2)CC1 | -6%&1% | -4% | 25% | ? | 2% | -1% | 24 | -4%&-1% | -19% | 0% | -1%
CCCNC(=O)Cn1nc(C(F)(F)F)c2c1CCC2 | -1% | -2% | -2% | -6% | -7% | -1% | 1 | -6% | -3% | 3% | -3%
N/C(=N\OC(=O)C12CC3CC(CC(C3)C1)C2)c1ccccn1 | 7.6µM* | ? | -35% | ? | 17% | ? | 13 | 85% | 3% | -1% | 20%

A second format for part of the listing above.
CCCNC(=O)Cn1nc(C(F)(F)F)c2c1CCC2
- FLuc modulator: -1%
- ELG1 genotoxic: -2%
- RORg inh: -2%
- ELG1 repair inh: -6%
- NPC1 prom act: -7%
- p53 reactivator: -1%
- TRPV1 agonist: 1
- BRCA1 expr act: -6%
- Tb PFK inh: -3%
- Gal4-VP16 FLuc: 3%
- Rab9 prom act: -3%

N/C(=N\OC(=O)C12CC3CC(CC(C3)C1)C2)c1ccccn1
- FLuc modulator: 7.6µM*
- ELG1 genotoxic: ?
- RORg inh: -35%
- ELG1 repair inh: ?
- NPC1 prom act: 17%
- p53 reactivator: ?
- TRPV1 agonist: 13
- BRCA1 expr act: 85%
- Tb PFK inh: 3%
- Gal4-VP16 FLuc: -1%
- Rab9 prom act: 20%

Of the compounds above, two contain an aryl thioether with sulfur outside any ring.
structure | FLuc modulator | ELG1 genotoxic | RORg inh | ELG1 repair inh | NPC1 prom act | p53 reactivator | TRPV1 agonist | BRCA1 expr act | Tb PFK inh | Gal4-VP16 FLuc | Rab9 prom act
COCCNC(=O)CSc1nc(-c2ccccc2)c(-c2ccccc2)o1 | 8% | -5% | -6% | ? | -2% | -14% | ? | -4% | -3% | -12% | 0%
COc1cccc(NC(=O)CSc2ccc3nnc(-c4cccnc4)n3n2)c1 | 2% | 0% | -29% | 11% | -3% | -5% | -7 | -1% | 3% | -7% | 5%
